# Screening data deposited in PubChem by several laboratories.
# Insulin prom up – MIN6 insulin promoter up-regulation. AID 1625. z-score at 5 µM. MIN6 insulin promoter-GFP reporter, high-content imaging; stronger effect = higher value. 0.3% of 190,000 active;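 active = z-score above 3 at 5 µM with at least 500 cells counted in the well; inconclusive = wells under 500 cells, flagged as cytotoxic or low count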
# Hep lipid drop – modulators of hepatic lipid droplet formation; AML12 mouse hepatocytes, oleate lipid droplets, BODIPY imaging; inhibition, % at 6.5 µM; 0.4% of 240,000 active;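 active = lipid droplet intensity inhibited by at least 50%, with more than 500 cells counted; inconclusive = wells with under 300 cells, treated as cytotoxic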
#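 System: AML12 hepatocytes (mouse). Probe or stimulus: oleic acid at 100 µM to induce lipid droplet formation. Times: overnight treatment with compound plus oleate. Detection: Image-based BODIPY and DAPI two-channel analysis. Evaluation: percent inhibition of filter-corrected integrated lipid droplet intensity per well.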
# MT stabilizer – microtubule stabilizers in HeLa cells; HeLa tubulin immunostaining HCS, 24 h; share of cells brighter than vehicle mean+2SD; % tubulin-high responders, % at 10 µM; 0.83% of 200,000 active;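 active = plate Z-score above 3 for both tubulin-high and condensed-nucleus cell shares, with cell loss under 80%, at 10 µM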;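 note: anti alpha tubulin signal scored within the nucleus-defined area of each cell; some results filed as inactive read as strong as hits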
# NOD2 inhibition – NOD2 signaling inhibitors, cell-based, luminescence, uHTS, HEK293 (AID 1566). HEK293 NOD2/NF-kB luciferase reporter, luminescence; higher % means a stronger effect. inhibition, % at 4 µM, or EC50 in µM where a hit was titrated. 0.63% of 290,000 active; in the data active = inhibition above about 50%; note: many of its hits are not listed in these tables
# bCat nuc transl – modulators of beta-catenin nuclear translocation; HeLa beta-catenin nuclear translocation, immunofluorescence imaging; nuclear translocation activity, % at 5 µM; 0.3% of 190,000 active;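 active = nuclear translocation activity above 50% at 5 µM, with a well cell count of 50 or more; inconclusive = wells under 50 cells across six images, flagged as toxic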;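 note: per-cell ratio of nuclear to cytoplasmic median beta-catenin stain intensity; plate controls were DMSO negative control for no effect and GSK-3 inhibitor IX positive control for full effect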
#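 Test system: human HeLa cells, native beta-catenin. Compound dosing: 5 µM primary single dose, 0.1% DMSO, 0.02–20 µM confirmation series. Incubation: compound exposure 24 h at 37°C. Detection: beta-catenin immunostaining with DAPI counterstain, 20x imaging, 6 fields/well. Read-out basis: Nuclear/cytoplasmic beta-catenin signal ratio, % activation.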
# Yfh1-off respiration – enhancers of respiration in Yfh1-depleted yeast, dose response, Friedreich's ataxia, plus single-dose screen (AID 1465); S. cerevisiae Yfh1-off respiration, WST-1 reduction, 72 h; higher fold induction means a stronger effect; one-dose fold induction at 50 µM; EC50 in µM for titrated hits; 0.074% of 220,000 active;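 active = fold induction of absorbance versus untreated yeast above a set limit, then at least 30% activation at any dose in follow-up; inconclusive = repeats straddling the limit, or above it without dose testing; inactive = fold induction below the set limit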;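 note: activators that raise dye reduction in frataxin-depleted yeast; strong numbers were not always called active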
# WT yeast gro inh – growth inhibition of WT yeast, mitochondrial fusion screen; mitochondrial fusion phenotypic screen, WT strain; inhibition, % at 10 µM; 2.1% of 190,000 active; in the data active = inhibition above about 58%; tested in S. cerevisiae
# Autophagy mod – modulators of autophagy; calls only at 10 µM (by protocol); 0.98% of 190,000 active; AID 463193; MEF GFP-LC3 puncta imaging; test concentration mostly 10 µM;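 active = percentage of spot-positive cells more than 3 SD above its plate mean, without a fluorescence outlier flag or 80% toxicity; inconclusive = no clear call, values can overlap the other calls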;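 note: spot-positive cell cutoff set from DMSO-treated cells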
# Dynein cargo inh – dynein cargo transport inhibition. z-score, hits read low. 0.47% of 220,000 active. 3617.4 mouse cells, GR-EGFP nuclear translocation imaging; test concentration mostly 20 µM; stimulated with dexamethasone, 1 µM; stronger effect = lower value;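 active = plate z-score of nuclear minus cytoplasmic receptor signal below a set negative limit, without overly bright fluorescence or cell loss, cut at about -3.5 in these data, passing the limit was not always enough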;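 note: z-score of nuclear minus cytoplasmic ring GR-EGFP intensity difference per well; some compounds called inactive have numbers as strong as hits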
#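 Buffer or medium – tet-free medium with charcoal-stripped serum · Signal – automated 10x imaging of fixed Hoechst-stained cells · Also added – dexamethasone agonist, 1.0 µM final, for 30 min · Incubation – induction 48 h, compound 1 h, agonist 30 min · Read-out – GR-EGFP nuclear translocation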
# WT yeast gro inh mutant strain – second read-out of WT yeast gro inh, no call of its own (marks repeat the call); inhibition, %; mitochondrial fusion phenotypic screen, mutant strain inhibition
# Dynein cargo inh cytoplasmic EGFP – further read-out of Dynein cargo inh, marked with its call; z-score; measured here: cytoplasmic GR-EGFP intensity; stronger effect = higher value
# Dynein cargo inh nuclear GR-EGFP – second read-out of Dynein cargo inh, no call of its own (marks repeat the call); z-score; measured here: nuclear GR-EGFP intensity;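 lower value marks the stronger effect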
# Dynein cargo inh cell count – further read-out of Dynein cargo inh, marked with its call; z-score; measured here: cell count per field
# Insulin prom up cell count – recorded beside Insulin prom up, whose call it bears; cell count; measured here: cytotoxicity, nuclei count;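 total cells summed across four imaged fields per well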
# Hep lipid drop cells 6.5 µM – recorded beside Hep lipid drop, whose call it bears; cell count; measured here: cell count, cytotoxicity flag;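 cells counted across two imaged fields per well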
# bCat nuc transl cell count 5 µM – recorded beside bCat nuc transl, whose call it bears; cell count; measured here: cell count, cytotoxicity flag
# MT stabilizer Hoechst-high % – also measured in MT stabilizer; calls as there; % Hoechst-high responders; measured here: nuclear condensation Hoechst responders;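 share of cells brighter than vehicle mean plus two SD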
# MT stabilizer cytotoxicity % – further read-out of MT stabilizer, marked with its call; toxicity, %; measured here: cytotoxicity by cell density;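 0% = mean cell density of plate MIN control wells and 100% = no cells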
# Autophagy mod cell loss 18 h – recorded beside Autophagy mod, whose call it bears; toxicity, %; measured here: cell loss, nuclei count;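 cell loss after 18 h compound exposure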
# * marks the source's active call; other numbers are inactive results; i = inactive; ? = inconclusive; . = no result given. The list is partial; rates above refer to the full screens.
SMILES,Insulin prom up,Insulin prom up cell count,Hep lipid drop,Hep lipid drop cells 6.5 µM,MT stabilizer,MT stabilizer Hoechst-high %,MT stabilizer cytotoxicity %,NOD2 inhibition,bCat nuc transl,bCat nuc transl cell count 5 µM,Yfh1-off respiration,WT yeast gro inh,WT yeast gro inh mutant strain,Autophagy mod,Autophagy mod cell loss 18 h,Dynein cargo inh,Dynein cargo inh cytoplasmic EGFP,Dynein cargo inh nuclear GR-EGFP,Dynein cargo inh cell count
CCOC(=O)N1CCC(NC(=S)Nc2ccc3nc(N4CCN(C)CC4)cc(C)c3c2)CC1,0.3,1099,-31.3,719,1.8,2.0,5.6,30.3%,-1.7,1100,i,-4.7,2.9,i,0.5,0.914,-0.269,0.00693,-0.583
COc1ccc(C2=NN(CC(=O)Nc3ccccc3C)C(=O)CC2)cc1,0.06,915,9.4,667,.,.,.,24.3%,0.3,1327,i,.,.,.,.,-0.104,-0.248,0.42,0.631
COC(=O)COc1ccc(-n2cnnn2)cc1,-0.67,1578,41.7,704,2.3,1.9,14.2,12.0%,-3.6,1061,i,-0.2,-8.0,i,-4.0,1.92,-0.205,1.38,-0.858
COc1ccc(CNCc2cccc(Oc3ccccc3)c2)cc1,.,.,-0.5,762,1.8,1.3,3.5,-18.5%,0.7,1092,i,43.5,53.3,i,20.9,0.166,-0.249,0.184,-0.0573
Cc1ccc(-c2nnc(CCC(=O)NCC3C4CC5CC(C4)CC3C5)o2)s1 (stereo not drawn),0.86,1468,-7.6,630,4.1,2.3,9.5,-109.5%,0.4,1038,i,14.6,13.2,i,-14.7,-1.35,-0.269,-0.813,1.35
CN(C)S(=O)(=O)c1cccc(COC(=O)c2ccc3c(c2)OCO3)c1,-0.4,1618,8.5,687,2.7,1.4,7.2,7.1%,-0.8,1094,i,9.1,6.5,i,-0.8,0.569,-0.0375,-0.0535,1.04
COc1cc(NS(=O)(=O)c2ccc(NC(=O)COc3ccc(C)cc3)cc2)nc(OC)n1,-0.35,1231,.,.,3.7,2.2,4.3,-4.8%,0.9,1169,i,8.6,5.6,i,6.4,-0.167,-0.419,-0.0801,0.11
COc1ccc2nc(C)cc(Sc3nc4ccccc4s3)c2c1,-0.52,1180,-4.0,798,.,.,.,-6.8%,-1.1,1139,i,.,.,.,.,-1.89,-0.0552,-0.956,0.596
COC(=O)C(O)(CC(=O)Nc1cccc(SC)c1)C(F)(F)F (stereo not drawn),0.85,1158,-0.3,718,3.0,2.4,8.1,-14.2%,1.0,916,i,17.2,19.8,i,-2.6,-0.814,-0.214,-0.576,-0.433
Cc1ccccc1Nc1nnc(SCc2nc3ccccc3c(=O)[nH]2)s1,0.7,1513,12.7,672,2.0,1.4,7.2,-7.0%,-0.7,1015,i,9.3,-9.9,i,2.2,0.308,-0.216,0.87,-0.524
c1ccc2[nH]c(NCCCN3CCOCC3)nc2c1,.,.,.,.,2.3,1.2,5.8,9.8%,-4.1,935,i,-0.3,-2.6,i,-14.7,-0.226,-0.205,-0.122,0.197
C#CCOCCOCCOCCNc1nc(N2CCN(C(=O)[C@H](Cc3ccc(O)cc3)n3cc([C@@H](N)C(C)CC)nn3)CC2)nc(N2CCN(C(=O)[C@H](CCCCN)n3cc([C@@H](N)CC(C)C)nn3)CC2)n1 (stereo partly drawn),-0.14,1448,-6.5,715,3.9,2.0,8.1,4.7%,-1.2,1139,.,-13.9,-10.6,i,-13.5,-0.368,-0.0933,0.108,0.055
O=C(C1CCCN(S(=O)(=O)c2cnc[nH]2)C1)N1CC(=O)N(CCc2ccccc2)C(=O)C1 (stereo not drawn),1.12,1492,0.7,658,2.1,3.3,8.0,1.6%,-3.0,1097,i,4.5,15.8,.,.,-0.58,-0.289,-0.272,0.717
COc1ccc(C(C)=O)cc1CSc1nnc(Nc2ccccc2C)s1,-0.67,1255,4.6,608,1.8,5.1,7.6,18.0%,2.0,1013,i,11.9,-3.2,i,1.6,-0.383,-0.292,-0.506,0.812
COc1ccc(/C(C)=N\O)cc1OC,-0.41,1511,-4.5,675,.,.,.,7.9%,-1.7,1210,i,.,.,.,.,-0.626,-0.229,-0.406,0.497
CCNC(=S)NC1CC2CCCC(C1)N2Cc1ccco1 (stereo not drawn),1.15,1689,.,.,2.5,1.6,6.3,13.4%,0.4,1409,i,14.3,2.3,i,-17.1,0.0793,0.102,0.655,0.414
O=C(CSc1n[nH]c(-c2cccnc2)n1)Nc1ccnc2ccccc12,-0.01,1038,.,.,2.5,2.7,4.1,15.6%,1.0,1133,i,13.4,5.8,i,6.6,-1.65,-0.222,-0.411,0.977
CCn1c(O)c(/C=C2\C=Nc3ccccc32)sc1=Nc1ccccc1,0.33,1131,.,.,2.4,1.2,4.6,-0.1%,0.9,1239,i,3.1,15.4,i,13.9,0.26,-0.205,0.765,-0.011
COc1cc(/C(C)=N/N2CCOCC2)cc(OC)c1OC,0.67,1120,-0.7,701,1.3,1.2,3.1,18.4%,-2.6,1128,i,14.7,0.8,i,-4.0,0.645,0.0505,0.446,-1.16
CC(=O)N1CCc2cc(C(=O)CN3CCCN(Cc4ccc(F)cc4)C3)ccc21,0.02,834,.,.,6.4,2.0,7.2,1.2%,.,.,i,1.6,-6.6,i,-8.6,-1.2,-0.182,-0.689,1.2
O=C(CSc1nnc(COc2cccc3ccccc23)o1)N1c2ccccc2CCc2ccccc21,-0.53,1235,-6.1,756,2.1,1.6,9.8,15.2%,-1.7,1130,?,6.0,9.2,i,-0.9,0.538,-0.0246,0.217,-0.648
CNc1nc(Oc2ccccc2C(=O)OC)nc(SC)n1,0.65,1326,-1.0,749,3.1,1.3,5.3,13.6%,-1.2,1112,i,-0.9,-0.2,i,-13.6,-0.118,-0.155,-0.215,0.554
COCCn1cnnc1SCC(=O)Nc1cc(OC)c([N+](=O)[O-])cc1C,-0.78,1285,2.5,727,2.5,3.0,6.2,15.5%,-0.7,1072,i,-7.6,6.3,i,-7.0,0.269,-0.156,0.218,-0.129
Cc1cc(C)c(/C=C(\C#N)C(N)=S)c(C)c1,0.94,1169,.,.,2.1,3.3,4.4,-28.3%,.,.,i,-1.7,-3.3,i,-0.4,-0.943,-0.111,-0.851,1.12
COc1ccc(C(=O)/C=C/NCc2ccc(F)cc2)cc1OC,-0.16,1380,-2.2,768,.,.,.,10.5%,1.9,972,i,.,.,.,.,-0.827,-0.19,-0.786,1.52
CC(=O)Nc1sc(C)c(C)c1C(=O)OC(C)C,0.09,1265,11.6,611,1.7,0.8,3.6,22.9%,1.5,872,i,-8.9,-0.7,i,-0.9,0.209,-0.323,-0.321,0.573
Cc1ccc(NC(=O)CC(C(=O)O)c2ccccc2)cc1 (stereo not drawn),0.11,1304,-5.1,646,2.2,3.9,11.4,-26.7%,1.2,1045,i,-15.0,-17.7,i,-11.8,-0.315,-0.314,-0.622,0.608
Cc1cc(C)n(C(=O)CCC(=O)Nc2ccc(C)c(C)c2)n1,-0.64,1026,5.6,800,2.3,1.4,4.3,7.9%,-5.7,1210,i,-16.1,1.2,i,-8.0,0.955,-0.175,1.01,-0.448
COC(=O)c1sccc1NC(=S)Nc1cc(C)cc(C)c1,-0.21,1448,-12.2,568,2.1,1.9,0.9,5.9%,-3.0,1087,i,4.9,2.6,i,27.0,-0.0996,-0.257,0.0283,1.21
CCCCCCCCN1C(=O)C(O)=C(C(C)=O)C1c1ccccn1 (stereo not drawn),.,.,-4.0,641,3.5,3.2,5.5,5.6%,-0.9,1125,i,-7.5,-5.3,i,28.6,0.239,-0.257,0.109,0.828
COc1ccccc1Nc1nnc(SCC2CCCCO2)s1 (stereo not drawn),1.15,1163,7.7,669,18.5*,20.0*,57.1*,-105.0%,0.0,1150,i,39.5,6.7,i,18.9,0.937,-0.14,0.126,0.0223
CCSc1nc2ccccc2n1C(=O)c1ccc(S(=O)(=O)N2CCCCCC2)cc1,1.74,1418,-1.7,708,3.1,2.0,5.9,-17.0%,4.2,906,i,7.8,3.0,i,-2.4,0.482,-0.191,0.149,-0.216
COCCNC(=O)C(c1ccc(F)cc1)N(CC1CCCO1)C(=O)CCC(=O)Nc1ccccn1 (stereo not drawn),-0.43,1244,.,.,2.5,2.0,7.3,7.5%,-3.8,799,i,4.2,26.9,i,-21.5,-0.785,-0.118,-0.256,0.307
NC(=O)N/N=C/CCc1ccccc1,-0.45,1041,-7.6,643,.,.,.,6.5%,0.9,1225,i,.,.,.,.,0.0361,-0.273,-0.0446,0.452
Cc1ccc(C(=O)N/C(=C\c2ccco2)C(=O)NC2CCS(=O)(=O)C2)cc1 (stereo not drawn),-0.17,1034,-2.1,755,.,.,.,23.3%,-0.2,1357,i,.,.,.,.,0.396,-0.282,0.769,0.201
Cc1nn(C)c(C(=O)Nc2ccn(C34CC5CC(CC(C5)C3)C4)n2)c1[N+](=O)[O-],0.86,1368,-11.1,624,3.7,3.0,5.7,-12.6%,.,.,i,8.2,-6.2,i,-11.8,-0.152,-0.304,-0.27,0.777
